DUSP3 inh = inhibitors of human VHR1 phosphatase (DUSP3); P51452; AID 1992; recombinant VHR phosphatase, colorimetric substrate read-out; actives 0.7% (n = 50,000); inhibition, % at 20 µM; in the data active = inhibition above about 60%; note: some results filed as inactive read as strong as hits
Target sequence (P51452 whole entry, looked up): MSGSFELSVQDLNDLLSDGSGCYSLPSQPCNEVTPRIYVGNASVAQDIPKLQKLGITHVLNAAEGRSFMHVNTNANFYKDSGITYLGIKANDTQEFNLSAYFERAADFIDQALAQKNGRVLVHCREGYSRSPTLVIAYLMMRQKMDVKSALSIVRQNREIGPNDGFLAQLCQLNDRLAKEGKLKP
An asterisk follows results filed as active. A portion of the library. The share of hits here may be higher or lower than overall.

| SMILES | DUSP3 inh |
| --- | --- |
| CCOc1cc(/C=C2\C=C(c3ccc(OC)cc3)OC2=O)ccc1OC(C)=O | 4 |
| CCOC(=O)c1c(C)[nH]c2cc(Br)c(OC)cc12 | 10 |
| COC(=O)c1cc(-c2cccc(N)c2)nc2ccccc12 | 17 |
| Cc1cc2ncn(CC(O)COc3ccc4ccccc4c3Br)c2cc1C (stereo not drawn) | -12 |
| COc1ccc(CC(=O)Nc2ccccc2C(=O)NCC(C)C)cc1 | -12 |
| O=C(COc1ccc2ccccc2c1)Nc1cc(Cl)cc(Cl)c1 | -6 |
| O=C(O)C1(P(=O)(c2ccc(Cl)cc2)c2ccc(Cl)cc2)CCCC1 | 6 |
| Cc1ccc(S(=O)(=O)Nc2cccc(-c3csc(-c4ccccc4)n3)c2)cc1[N+](=O)[O-] | -12 |
| CCOC(=O)c1ccc(NC(=O)COc2ccc(OC)cc2)cc1 | 11 |
| Cc1ccc(NC(=S)NC2CCCCC2)cc1 | 22 |
| O=C(Nc1ncc(Cc2cccc([N+](=O)[O-])c2)s1)c1sc2ccccc2c1Cl | -12 |
| CCOC(=O)c1ccccc1NC(=O)c1cc(Cl)ccc1[N+](=O)[O-] | 3 |
| COc1ccc(C(=O)Nc2cc3nn(-c4ccc(C)cc4)nc3cc2C)cc1Cl | 4 |
| CCC(=O)NC(Nc1ccc(OC)cc1)(C(F)(F)F)C(F)(F)F | 6 |
| CCCc1c(O)nc(SCCN(CCC)CCC)[nH]c1=O | -3 |
| Cc1cc(C(=O)Nc2sc(C(=O)OC(C)C)c(C)c2C(N)=O)ccc1[N+](=O)[O-] | -5 |
| COc1cccc(/C=N/N(C)C2=NS(=O)(=O)c3cc([N+](=O)[O-])ccc32)c1O | 4 |
| COc1cc(/C=C2/SC(=S)NC2=O)ccc1OC(=O)c1ccccc1Br | -4 |
| CC(=O)NC(=Nc1nc(C)c2cc(C)cc(C)c2n1)NC(C)=O | -11 |
| CCOC(=O)C1=C(O)/C(=C/c2cccc([N+](=O)[O-])c2)SC1=Nc1cccc(Cl)c1 | 18 |

Some of these compounds in order of molecular weight, rising:
| SMILES | DUSP3 inh |
| --- | --- |
| CCOC(=O)c1c(C)[nH]c2cc(Br)c(OC)cc12 | 10 |
| CCCc1c(O)nc(SCCN(CCC)CCC)[nH]c1=O | -3 |
| CCOC(=O)c1ccc(NC(=O)COc2ccc(OC)cc2)cc1 | 11 |
| O=C(O)C1(P(=O)(c2ccc(Cl)cc2)c2ccc(Cl)cc2)CCCC1 | 6 |
| Cc1cc2ncn(CC(O)COc3ccc4ccccc4c3Br)c2cc1C (stereo not drawn) | -12 |

The list goes on.
| SMILES | DUSP3 inh |
| --- | --- |
| COc1ccc(OC)c(C(O)c2nc3ccccc3n2C)c1 (stereo not drawn) | 5 |
| O=C(c1ccc(F)cc1)N1CCN(C(=O)c2ccc([N+](=O)[O-])cc2)CC1 | 0 |
| COc1cc(NC(=O)c2cccc(Br)c2)ccc1NC(=O)c1ccco1 | -6 |
| CN(C)/C=C1\N=C(c2ccc(Cl)cc2Cl)OC1=O | -2 |
| COC(=O)C1=C(C(=O)OC)SC(=C2C(=S)C(C)(C)N(C(=O)c3ccccc3)c3cc(OC)ccc32)S1 | -21 |
| Cc1ccc(C(C)C)c(OCC(O)Cn2cnc3cc(C)c(C)cc32)c1 (stereo not drawn) | 16 |
| CC(=O)C1=C(C)NC(=O)NC1c1ccc(C)cc1 (stereo not drawn) | -34 |
| CC12CC3CC(C)(C1)CC(CNC(=S)Nc1ccccc1)(C3)C2 | 19 |
| CCOC(=O)c1sc(NC(=O)CCCOc2ccc(Cl)cc2C)c(C(N)=O)c1C | -4 |
| O=C(c1cc(Cl)cc(Cl)c1)N1CCOCC1 | 1 |
| N/C(=N/OC(=O)c1ccc(Br)cc1)c1nonc1N | -25 |
| COC(=O)c1c(N)sc(C)c1-c1ccc(C)cc1C | 12 |
| COc1cc(NC(=O)c2cccnc2)c(OC)cc1Br | 2 |
| O=C(O)CN=C(NS(=O)(=O)c1ccccc1)c1ccccc1 | -8 |
| CCOC(=O)COc1ccc2c(oc(=O)c3ccccc32)c1C | -12 |
| O=C(O)c1ccc(Nc2nc(-c3ccc(Br)cc3)cs2)cc1 | -2 |
| C=CCN1C(=O)/C(=C\c2ccc(-c3cc([N+](=O)[O-])ccc3C)o2)C(=O)NC1=S | 74* |
| S=C(NCc1ccco1)Nc1cccc(Cl)c1 | 25 |
| O=C(N/N=C/c1ccncc1)c1ccco1 | -14 |
| O=C1C(=Cc2ccccc2Br)C(=O)c2ccccc21 | -16 |
| O=[N+]([O-])c1ccc(Oc2ccc(S(=O)(=O)N3CCOCC3)cc2)cc1 | -7 |
| O=C(O)C1C2CCC(O2)C1C(=O)N1CCN(C(c2ccccc2)c2ccccc2)CC1 (stereo not drawn) | 7 |
| COc1cccc(NC(=O)CCCN2C(=O)c3cccc4cccc(c34)C2=O)c1 | 7 |
| COc1ccc(CN2CCN(C3CCCC(C)C3)CC2)c(OC)c1 (stereo not drawn) | -15 |
| COc1ccccc1C1Nc2ccc(C(=O)c3ccccc3)cc2NC2=C1C(=O)CCC2 (stereo not drawn) | -6 |
| NC12CC3CC(C1)CC(CC(=O)O)(C3)C2 | -13 |
| O=C(CN(c1cccc(Br)c1)S(=O)(=O)c1ccccc1)Nc1cccc2ccccc12 | -25 |
| COc1cc2c(cc1NC(=O)COc1ccccc1OC)oc1ccccc12 | -42 |
| COc1ccccc1NC(=O)CCCC(=O)OCC(F)(F)C(F)F | -12 |
| CC1=C(C(=O)OC(C)C)C(c2cc(Br)ccc2F)CC(=O)N1 (stereo not drawn) | 102* |
| CC(O)CNC(=O)C(=O)Nc1ccc(F)cc1 (stereo not drawn) | -12 |
| Cc1cc(NS(=O)(=O)c2ccccc2[N+](=O)[O-])no1 | 8 |
| COc1c(Cl)cc(-c2nc3cc(NC(=O)C(C)C)ccc3o2)cc1Cl | -14 |
| CNc1nc(-c2ccccc2O)nc(-c2ccccc2O)n1 | 18 |
| CC(=O)c1ccc(NC(=O)C2CC(=O)N(C3CCCCC3)C2)cc1 (stereo not drawn) | -15 |
| CC(C)(C)c1ccc(C(=O)O/N=C(\N)c2cccc([N+](=O)[O-])c2)cc1 | -40 |
| Cc1c(Br)c([N+](=O)[O-])nn1CC(=O)NC1CCCCC1 | -10 |
| Cc1ccc(S(=O)(=O)OCCOCCOS(=O)(=O)c2ccc(C)cc2)cc1 | -2 |
| Cc1ccc(N(Cc2ccco2)S(=O)(=O)c2ccc([N+](=O)[O-])cc2)cc1 | -3 |
| COc1ccc(CCNC(=O)/C=C/c2ccc3c(c2)OCO3)cc1OC | -15 |
| Oc1ccccc1CNC12CN3CN(CN(C3)C1)C2 | -16 |
| CN(C)c1ccc(C2CC(=O)NC3=C2C(=O)CC(C)(C)C3)cc1 (stereo not drawn) | -19 |
| Cc1ccc([N+](=O)[O-])cc1NC(=O)COc1ccc(Cl)cc1Cl | -21 |
| CCOc1ccccc1C1Nc2ccccc2NC2=C1C(=O)CC(c1ccc(OC)c(OC)c1)C2 (stereo not drawn) | 44 |
| O=C(COc1ccc(Br)cc1)Nc1cccc2nsnc12 | -21 |
| C=CCOc1ccc(/C=C2\C(=O)N(c3ccc(S(N)(=O)=O)cc3)N=C2C)cc1OC | -1 |
| O=C(Nc1ccccn1)c1ccc2c(c1)C(=O)N(N1C(=O)c3ccccc3C1=O)C2=O | -22 |
| COc1ccc(S(=O)(=O)N(CC(=O)Nc2cccc(Cl)c2C)c2cc(C)cc(C)c2)cc1OC | -21 |
| O=C(N1CCSCC1)C(F)(F)C(F)(F)C(F)(F)C(F)(F)F | 0 |
| COc1ccc(/C(N)=N/OC(=O)c2ccco2)cc1 | -13 |
| O=C(O)c1cccc(Nc2nc(-c3ccc(Cl)cc3)cs2)c1 | 28 |
| CCC(=O)c1ccc(N2CCN(C(=O)c3cc(F)c(F)cc3Cl)CC2)c(F)c1 | 7 |
| COc1ccc(OC)c(N(CC(=O)Nc2ccc(C(C)C)cc2)S(C)(=O)=O)c1 | -1 |
| CC1(C)CC(=O)C2=C(C1)OC(N)=C(C#N)C21CCCCC1 | -2 |
| CC(=O)CC(=O)NCc1ccc(F)cc1 | -6 |
| CCOc1cccc(-c2cc(C(=O)N3CCCCCC3)c3ccccc3n2)c1 | -9 |
| O=C(N/N=C/c1ccc([N+](=O)[O-])cc1)c1cc(-c2ccc3ccccc3c2)n[nH]1 | -6 |
| CN(C(=O)c1ccc(C(=O)N(C)c2ccc(O)cc2)cc1)c1ccc(O)cc1 | 4 |
| CC1=C(C(=O)OCCOc2ccccc2)C(c2ccc([N+](=O)[O-])cc2)C2=C(CCCC2=O)N1 (stereo not drawn) | -8 |
| COc1cc(C=Nc2c(C)n(C)n(-c3ccccc3)c2=O)c([N+](=O)[O-])cc1OC | 3 |

Copied from the list.
Under DUSP3 inh, CCOc1ccccc1C1Nc2ccccc2NC2=C1C(=O)CC(c1ccc(OC)c(OC)c1)C2 (stereo not drawn) shows 44
Under DUSP3 inh, C=CCN1C(=O)/C(=C\c2ccc(-c3cc([N+](=O)[O-])ccc3C)o2)C(=O)NC1=S shows 74*

(cont.)
| SMILES | DUSP3 inh |
| --- | --- |
| COC(=O)Cc1nc2sc3c(c2c(=O)n1Cc1ccccc1)CCC(C(C)(C)C)C3 (stereo not drawn) | -4 |
| Cc1ccc(OCc2nnc(NC(=O)Nc3cccc(Cl)c3)s2)cc1C | -13 |
| Cc1ccc(-c2cc(C(=O)O)c3cc(Br)ccc3n2)o1 | 6 |
| O=[N+]([O-])c1cc(C(F)(F)F)ccc1NCCCCNS(=O)(=O)c1ccccc1 | -18 |
| CCn1c2ccccc2c2cc(CNC(C)COC)ccc21 (stereo not drawn) | -4 |
| O=C(NCC1CCCO1)c1ccc(S(=O)(=O)N2CCCCC2)cc1 (stereo not drawn) | 4 |
| O=C(CCC1CCCCC1)Nc1ccc(S(=O)(=O)Nc2nccs2)cc1 | -21 |
| COc1ccc(N2C(=O)/C(=C/c3cn(-c4ccccc4)nc3-c3cccs3)SC2=S)cc1 | 2 |
| CCOC(=O)/C(C#N)=C/c1ccc(N2CCN(CCN3C(=O)c4cccc5cccc(c45)C3=O)CC2)cc1 | -11 |
| O=C(O)C1C2C=CC(O2)C1C(=O)NCCc1ccccc1 (stereo not drawn) | -11 |
| Cc1cc(=O)oc2ccc(OCC(=O)O)cc12 | 2 |
| COc1ccc(-c2ccc(/C=C3\C(=O)NC(=O)N(c4ccc(Cl)cc4)C3=O)o2)c([N+](=O)[O-])c1 | 2 |
| O=C(CN(c1cccc([N+](=O)[O-])c1)S(=O)(=O)c1ccccc1)N1CCOCC1 | -18 |
| Cc1nn(-c2ccccc2)c(C)c1Sc1ccc(Br)cc1 | 4 |
| COc1ccc2nc(NC(=O)COC(=O)C(CCSC)NC(=O)c3ccccc3)sc2c1 (stereo not drawn) | -22 |
| CN(C)S(=O)(=O)NCC(=O)NN=Cc1ccncc1 | -14 |
| O=C(CSc1nnnn1-c1ccccc1)Nc1ccccc1O | 4 |
| C/C(=N\OCc1nc2c3c4c(sc3ncn2n1)C(C)(C)NC(C)(C)C4)c1ccc(Br)cc1 | 34 |
| c1ccc2c3c(ccc2c1)OCOc1ccc2ccccc2c1C3 | -13 |
| CC1=C(C(=O)OCCOc2ccccc2)C(c2ccc(Cl)c([N+](=O)[O-])c2)C2=C(CC(C)(C)CC2=O)N1 (stereo not drawn) | 10 |
| Cc1ccc(C(C)C)c(OCCOc2ccc(Cl)cc2/C=N/n2cnnc2)c1 | 3 |
| COc1ccc(C2C(C(C)=O)=C(Nc3ccccc3)CC(C)(O)C2C(C)=O)cc1OC (stereo not drawn) | -27 |
| CCN(CC)c1ccc(NC(=O)Nc2ccccc2)cc1 | -25 |
| O=C(Nc1cc(Cl)ccc1O)c1cnn2c(C(F)(F)F)cc(-c3cccs3)nc12 | -23 |
| CCOC(=O)CN1C(=O)C(O)(CC(=O)c2ccco2)c2ccccc21 (stereo not drawn) | -13 |
| CCOc1ccc(C(=O)Nc2ccc(-c3nc4ncccc4o3)cc2)cc1Cl | 3 |
| CC(C)CC(=O)Nc1ccccc1C(=O)Nc1ccc(C(=O)O)cc1 | -5 |
| COC(=O)c1sccc1NC(=O)c1cccc(Br)c1 | -2 |
| COc1ccc(C(=O)Oc2ccc(C=C3C(=O)NC(=O)NC3=O)cc2)cc1 | 26 |
| COc1ccc(C(=O)N/C(=C\c2ccc(Cl)cc2)C(=O)NCc2ccncc2)cc1 | -4 |
| COCCCNC(=O)CN(c1ccc(OC)c(OC)c1)S(=O)(=O)c1ccc(C)cc1 | -2 |
| Cc1no[n+]([O-])c1COc1ccccc1/C=C1\N=C(c2ccccc2)OC1=O | 1 |
| CCOCCOC(=O)C1=C(C)NC2=C(C(=O)CC(C)(C)C2)C1c1cccc(O)c1 (stereo not drawn) | -15 |
| Cc1ccccc1OCC(=O)Nc1c[nH]c(=O)[nH]c1=O | -10 |
| Cc1cc(C)c(N(C=O)C(=O)C2C(C)C3C=CC2C32CC2)c(C)c1 (stereo not drawn) | -12 |
| COC(=O)c1ccc(-c2ccc(CO)o2)cc1 | 0 |
| COc1cccc(/C=C2\SC(=S)N(NC(=O)c3ccccc3Br)C2=O)c1 | 4 |
| CCSc1nnc(NC(=O)c2cccc(Br)c2)s1 | 7 |
| CC(C)CNC(=O)c1ccc2c(c1)C(=O)N(CC(C)C)C2=O | -14 |
| COc1ccccc1OCCOc1cccc(/C=N/n2cnnc2)c1 | -8 |
| O=C(NCc1ccco1)/C(=C/c1ccc([N+](=O)[O-])cc1)NC(=O)c1ccccc1Cl | 2 |
| CCOC(=O)c1c(-c2ccccc2)csc1NC(=O)COc1ccccc1C | -4 |
| COc1ccc2nc(NC(=O)CN3C(=O)c4ccccc4C3=O)sc2c1 | 16 |
| COC(=O)c1ccc2c(c1)C1C=CCC1C(c1cccc3ccccc13)N2 (stereo not drawn) | 47 |
| Oc1ccc(N=Nc2ccc(Cl)cc2)c2cccnc12 | -6 |
| Cc1cc(Cl)ccc1OCC(=O)NCCCN1CCOCC1 | -6 |
| O=C(Nc1ccccc1F)c1ccc(Br)o1 | -16 |
| CCOc1ccccc1NC(=O)C1(c2ccccc2)CC1(Cl)Cl (stereo not drawn) | -14 |
| CN(C)c1ccc(-c2nc3sc4c(c3c(=O)[nH]2)CCCC4)cc1 | -6 |
| c1ccc(C2=NN3COc4ccccc4C3C2)cc1 (stereo not drawn) | 28 |
| O=C(COc1ccc([N+](=O)[O-])cc1)Nc1cc(-c2nc3ccccc3s2)ccc1Cl | -8 |
| CCOc1cc(/C=N/N=C2/NC(=O)CS2)cc(I)c1O | -15 |

Compound activity: PubChem, Sanford-Burnham Center for Chemical Genomics
